Dicer inh: human Dicer pre-microRNA cleavage inhibition; cat-ELCCA pre-miR-21 Dicer processing, chemiluminescence; active compounds read high; z-score at 25 µM; 6% of 47,000 active; AID 1347074; in the data active means z-score above about 3, passing the limit was not always enough;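 further: plate controls were vehicle for no effect and no enzyme for full effect; higher signal means more uncleaved substrate so more Dicer inhibition; strong numbers were not always called active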
Target sequence (Q9UPY3 whole entry, looked up): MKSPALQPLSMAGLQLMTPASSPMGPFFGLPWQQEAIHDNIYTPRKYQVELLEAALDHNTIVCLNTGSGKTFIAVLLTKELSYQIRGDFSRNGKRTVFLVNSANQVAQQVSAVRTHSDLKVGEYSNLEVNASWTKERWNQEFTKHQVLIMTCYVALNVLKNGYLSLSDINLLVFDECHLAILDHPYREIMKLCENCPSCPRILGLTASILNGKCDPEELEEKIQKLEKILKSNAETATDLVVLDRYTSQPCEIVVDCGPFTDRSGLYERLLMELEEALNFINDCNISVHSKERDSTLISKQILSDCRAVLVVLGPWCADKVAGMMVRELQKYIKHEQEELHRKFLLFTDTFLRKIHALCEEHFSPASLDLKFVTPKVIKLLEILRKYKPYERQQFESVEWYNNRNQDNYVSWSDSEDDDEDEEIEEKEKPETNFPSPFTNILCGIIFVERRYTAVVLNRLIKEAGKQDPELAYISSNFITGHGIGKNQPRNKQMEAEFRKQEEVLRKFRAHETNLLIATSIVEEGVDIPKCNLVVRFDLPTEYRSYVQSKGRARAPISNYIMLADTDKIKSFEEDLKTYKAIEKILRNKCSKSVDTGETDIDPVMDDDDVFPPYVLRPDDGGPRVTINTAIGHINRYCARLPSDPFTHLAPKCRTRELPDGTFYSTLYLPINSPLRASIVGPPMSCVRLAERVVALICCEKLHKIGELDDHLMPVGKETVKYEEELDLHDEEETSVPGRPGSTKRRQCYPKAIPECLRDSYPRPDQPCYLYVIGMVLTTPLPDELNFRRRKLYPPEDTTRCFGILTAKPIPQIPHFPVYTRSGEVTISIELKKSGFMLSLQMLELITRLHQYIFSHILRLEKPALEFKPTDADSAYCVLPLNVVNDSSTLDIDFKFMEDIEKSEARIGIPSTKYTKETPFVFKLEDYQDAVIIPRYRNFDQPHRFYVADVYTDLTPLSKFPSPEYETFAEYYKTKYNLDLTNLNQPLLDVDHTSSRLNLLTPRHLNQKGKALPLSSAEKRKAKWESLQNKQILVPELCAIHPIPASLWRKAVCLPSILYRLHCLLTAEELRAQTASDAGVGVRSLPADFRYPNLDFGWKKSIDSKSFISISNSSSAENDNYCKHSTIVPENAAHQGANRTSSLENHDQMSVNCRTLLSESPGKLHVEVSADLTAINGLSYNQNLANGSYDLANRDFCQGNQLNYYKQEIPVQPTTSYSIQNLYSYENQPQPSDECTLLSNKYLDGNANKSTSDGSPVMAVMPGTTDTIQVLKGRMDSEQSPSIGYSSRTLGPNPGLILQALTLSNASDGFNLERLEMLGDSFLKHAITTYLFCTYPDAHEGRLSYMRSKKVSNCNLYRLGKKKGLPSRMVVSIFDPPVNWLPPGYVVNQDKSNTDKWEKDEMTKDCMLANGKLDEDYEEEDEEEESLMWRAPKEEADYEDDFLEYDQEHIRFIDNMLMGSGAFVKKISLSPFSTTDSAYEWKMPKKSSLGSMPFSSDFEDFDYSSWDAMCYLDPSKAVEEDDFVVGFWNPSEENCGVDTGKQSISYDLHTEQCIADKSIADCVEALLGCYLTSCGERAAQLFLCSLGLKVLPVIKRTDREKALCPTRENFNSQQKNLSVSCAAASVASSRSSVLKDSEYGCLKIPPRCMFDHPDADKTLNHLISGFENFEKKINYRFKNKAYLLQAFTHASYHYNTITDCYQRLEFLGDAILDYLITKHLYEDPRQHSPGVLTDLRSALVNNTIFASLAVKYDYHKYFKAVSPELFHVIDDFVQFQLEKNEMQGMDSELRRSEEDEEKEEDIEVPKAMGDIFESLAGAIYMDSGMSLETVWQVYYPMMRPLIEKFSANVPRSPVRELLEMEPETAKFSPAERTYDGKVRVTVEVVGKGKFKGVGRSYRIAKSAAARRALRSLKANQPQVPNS
Active calls of the source: *. An excerpt, so the mix of outcomes need not match the whole.

The first 2 entries, to show the layout:
Molecule,Dicer inh
CCCc1cc(=O)oc2cc(OCC(=O)OCC)ccc12,1.3
CN(C1CC2C=CC1C2)S(=O)(=O)c1cc(Cl)sc1Cl (configuration not stated),-1.7

The whole of this part, from the first entry:
Molecule,Dicer inh
CCCc1cc(=O)oc2cc(OCC(=O)OCC)ccc12,1.3
CN(C1CC2C=CC1C2)S(=O)(=O)c1cc(Cl)sc1Cl (configuration not stated),-1.7
COc1ccc2nc(-c3cccc(N)c3)[nH]c2c1,-1.3
Cn1c(=O)n(CC(=O)O)c(=O)c2c1nc1n2CCN1c1ccc(F)cc1,5.4*
O=C1CC(Nc2ccc(N3CCOCC3)cc2)C(=O)N1c1ccccc1F (configuration not stated),2.8
CCn1c[n+](CC(O)COc2ccccc2)c2ccccc21 (configuration not stated),-1.8
COc1ccc(Cn2c(=O)c3[nH]cnc3n(-c3ccccc3S(C)=O)c2=O)cc1 (configuration not stated),-0.81
C=CCOC(=O)c1c(N)oc2c(-c3ccccc3)c3c(C(=O)OCC=C)c(N)oc3cc12,1.4
CC(=O)N1c2ccccc2C=Cc2ccccc21,0.85
O=C(c1ccc2c(c1)C(=O)c1ccccc1-2)c1ccccc1Br,0.23
O=C(c1cc(C(F)(F)F)cc(C(F)(F)F)c1)N1CCc2cc([N+](=O)[O-])ccc21,-1.1
Cn1c(-c2cccc(Br)c2)cnc1NCc1ccccc1,3.8*
COC(=O)COc1ccc(C2C(C(=O)OC)=C(C)NC3=C2C(=O)c2ccccc23)cc1OC (configuration not stated),-2.1
CC(C)(C)c1cs/c(=N/c2ccccn2)n1-c1cccc(C(F)(F)F)c1,16
Cn1c(-c2ccc3nc(-c4ccc(N)cc4)[nH]c3c2)nc2cc(N)ccc21,5.7*
COc1ccc(C2C(C#N)=C(N)OC3=C2C(=O)CC(c2ccccc2)C3)cc1 (configuration not stated),2.5
S=C(Nc1ccc2c(c1)OCCO2)Nc1ccccc1N1CCOCC1,-0.3
Cc1nnc(NC(=O)CSc2nc3ccccc3[nH]2)s1,1
Cc1cccc(C)c1NC(=S)NC(C)(C)CO,1.9
O=C(CN1C(=O)c2cccc3cccc1c23)N1CCN(c2ccccc2)CC1,-0.78
O=C(NCCc1ccncc1)NC(=O)c1c(Cl)cccc1Cl,-0.66
CSc1cccc(N/C(=N\S(=O)(=O)c2ccccc2)SCC(=O)O)c1,-0.21
Cc1ccc(CC(=S)N2CCOCC2)cn1,1.5
CCOC(=O)c1cnn(-c2c([N+](=O)[O-])c(C)nn2C)c1N,-0.1
COC(=O)c1c(C)oc(C)c1S(=O)(=O)NN(C)c1ccc([N+](=O)[O-])cn1,0.93
CCOC(=O)CNC(=O)c1cccs1,-1.6
C[C@H](c1ccc(F)cc1CCCC(=O)O)N(c1cc(F)ccc1F)S(=O)(=O)c1ccc(Cl)cc1,-0.8
CCCc1cc(=O)[nH]c(/N=C(\N)Nc2ccc(F)cc2F)n1,0.38
COc1ccccc1N1C(=O)c2cccc3c(N4CCOCC4)ccc(c23)C1=O,-1.4
COc1ccc(CCNc2oc(COc3ccccc3F)nc2C#N)cc1OC,-2.8
CCC1C(=O)N=C(SCC(=O)Nc2ncccn2)NC1=O (configuration not stated),0.96
CSc1cccc(NC(=O)c2sc3nc(C)cc(C)c3c2N)c1,-0.06
N#CCCN(Cc1ccccc1)C(=S)Nc1cccc(C(F)(F)F)c1,1.1
CCOC(=O)c1cnc(COc2ccc(OC)cc2)[nH]c1=O,-1.8
Cc1sc(Nc2ccccc2)nc1-c1ccc(-c2ccccc2F)cc1,-1.2
CC12CCC(C(=O)O)(c3nc4ccccc4nc31)C2(C)C (configuration not stated),-0.52
CNC(=O)c1ccccc1S(=O)c1ccc(Cl)cc1C(=O)O (configuration not stated),-0.95
O=C(Nc1cc(Cl)cc(Cl)c1)c1ccno1,-0.47
CC1(C)O[C@@H]2C[C@H]3[C@@H]4CCC5=CC(=O)CC[C@]5(C)[C@@]4(F)[C@@H](O)C[C@]3(C)[C@]2(C(=O)CCl)O1,-0.78
Cc1ccc(-c2nc(-c3cc4cc(C)ccc4[nH]c3=O)no2)cc1,1.5
NN=C1c2cc([N+](=O)[O-])ccc2-c2ccc([N+](=O)[O-])cc21,-0.66
CCOC(=O)c1nn(-c2ccccc2)c(=O)c2c(NC(C)=O)scc12,-1
COc1ccc(C2c3c(oc4ccc(F)cc4c3=O)C(=O)N2CCCN2CCOCC2)cc1 (configuration not stated),0.17
O=C(O)c1ccc(-c2n[nH]c(=O)c3ccccc23)cc1,-6.5
CC(C)CCSc1nnc(N)s1,0.97
O=C(O)CN(c1ccccc1)S(=O)(=O)c1ccc(Cl)cc1,-0.87
O=C(O)CCC(NC(=O)c1cncc(Br)c1)C(=O)O (configuration not stated),-0.86
O=C1C2C3C=CC(O3)C2C(=O)N1OCc1ccc([N+](=O)[O-])cc1 (configuration not stated),-0.96
CC1=C(C#N)C(c2ccc(-c3ccccc3)cc2)C2=C(CCCC2=O)N1 (configuration not stated),0.89
O=C(CN1C(=O)c2cccc3cccc1c23)NCc1ccc2c(c1)OCO2,1.2
COc1ccc(C(=O)CSc2nc3ccc(Cl)cc3[nH]2)cc1OC,0.06
O=C1OC(c2cccnc2Oc2ccc(Cl)cc2)=N/C1=C\c1ccc(Cl)cc1,-0.82
C=C1SC(Nc2ccc(C(=O)OCC)cc2)=NC1(CC)CC,-0.34
C=CCn1cnnc1C(CCC(C)C)CC(C)(C)O (configuration not stated),3.8*
CCc1c(C)nn2c1n1nc(C)c(CC)c1n1nc(C)c(CC)c21,0.52
Cc1ccccc1/C=N/N=C1/NC(=O)CCS1,-2.6
Cc1ccc(NS(=O)(=O)c2ccc(Cl)cc2)c([N+](=O)[O-])c1,-0.45
COC(=O)c1sccc1Oc1ccc(Cl)cc1NC(=O)C(Cl)Cl,0.42
CCOCCOC(=O)C1=C(C)NC2=C(C(=O)CC(c3cccs3)C2)C1c1ccsc1 (configuration not stated),22
Cc1cc(C(=O)O)c2cc(Br)ccc2n1,-0.56

Going on with the list:
Molecule,Dicer inh
O=C(O)CCc1ccc(-c2ccccc2)n1-c1cccc(O)c1,2.9
CCCCOC(=O)NC(NCC(O)c1ccccc1)(C(F)(F)F)C(F)(F)F (configuration not stated),-0.58
COc1ccc(C(=O)CSc2nc3nc(C)cc(C)n3n2)cc1OC,-1.6
CCOC(=O)Cn1c(=O)c(C(=O)NC(=O)OCC)cn(Cc2ccccn2)c1=O,-0.66
CCC(=O)c1cn(CC(=O)N2CCOCC2)c2ccccc12,-0.16
COc1ccc(-c2cc(C(F)(F)F)n3nc(C(N)=O)cc3n2)cc1,0.6
COc1ccccc1CNS(=O)(=O)c1ccc2c(c1)OCCO2,-0.11
c1ccc2[nH]c(CCCc3nc4ccccc4s3)nc2c1,1.7
COCOc1ccc(C(=O)O)cc1OC,-0.83
Cc1cc(C)c(S(=O)(=O)N2CCN(Cc3ccc4c(c3)OCO4)CC2)cc1C,5.2
C=CCSc1nnc(-c2ccc(C(F)(F)F)nc2C)o1,-0.21
O=c1[nH][nH]c(=S)n1-c1cccc(Cl)c1,0.06
CCn1cc(C(=O)NNC(C)=O)c(=O)c2cc(C(F)(F)F)ccc21,0.8
CCOC(=O)CN(C(=O)c1ccccc1[N+](=O)[O-])C(C)(C)C,-0.3
CCc1ccc(Oc2ccc(C(F)(F)F)cc2[N+](=O)[O-])cc1CC,-1.6
CC(C)(CC(=O)O)CC(=O)NCc1csc2ccc(Cl)cc12,-2.5
CCN1CCN(C2=NS(=O)(=O)c3ccccc32)CC1,0.21
CCOC(=O)C(=CNc1cccc(Cl)c1Cl)C(=O)OCC,-1.7
Clc1ccc(CSc2ncc(-c3ccc(Cl)cc3)[nH]2)cc1,0.75
CCOC(=O)c1cnc2c(F)ccc(F)c2c1Oc1cccnc1,-0.87
CCOC(=O)/C(C#N)=C/c1cccc2ccccc12,-0.37
Cc1csc(NC(=O)c2ccco2)c1C(=O)c1ccccc1,0.11
CSc1nnc(-c2ccc(S(=O)(=O)n3nc(C)c(Br)c3C)s2)n1C,-0.57
Cc1cc(-n2cnc(-c3cn(C)nc3C)n2)no1,0.68
COC(=O)CSC1=C(C#N)C(=O)NC(c2ccc(OC)c(OC)c2)S1 (configuration not stated),1.3
CSc1cc(-c2ccc(Oc3ccccc3)cc2)nn1C(=O)c1ccc(Cl)cc1,0.05
Cc1oc2ccc(OCC(=O)OCc3ccccc3)cc2c1C(=O)OC(C)C,-0.24
O=S(=O)(c1ccccc1)N(Cc1ccccc1)c1ncc(C(F)(F)F)cc1Cl,-1.1
O=C(O)CN1C(=O)C(=O)/C(=C(\O)c2ccc(Br)cc2)C1c1ccccc1 (configuration not stated),-1.6
CN(C)/C=C/C(=O)C12CC3CC(CC(C3)C1)C2,0.58

Additional compounds follow.
| compound | Dicer inh |
| --- | --- |
| C=CCN1C(=O)C(O)(CC(=O)c2ccc3ccccc3c2)c2ccccc21 (configuration not stated) | 1.1 |
| CN(C)c1ccc(C2=Nc3cccc4cccc(c34)N2)cc1 | 0.75 |
| Cc1cc(C)cc(CC2CC(=O)N(c3nc(C)cc(C)n3)C2=O)c1 (configuration not stated) | 0.94 |
| Nc1cccnc1Sc1nc2cccnc2s1 | -4.9 |
| CCOC(=O)c1cc(C)ccc1NC(=O)c1cc(C)ccc1[N+](=O)[O-] | -1.3 |
| COc1cc(C2c3c(oc4ccc(C)cc4c3=O)C(=O)N2c2nc(C)c(C)s2)ccc1O (configuration not stated) | 0 |
| CC(=O)OCc1ccccc1Sc1ccccc1C(=O)Nc1ccccc1 | -0.89 |
| CCOC(=O)c1c(NC(=O)CCSc2nnc3ccccn23)sc2c1CCCC2 | -0.69 |
| CN(C)c1ccc(/C=C2\CCC/C(=C\c3ccc(N(C)C)cc3Cl)C2=O)c(Cl)c1 | 3.4* |
| CCOc1ccc(C2CC(=O)Nc3nc(N)[nH]c(=O)c32)cc1 (configuration not stated) | 2.1 |
| COc1ccc(-c2c(C(F)(F)F)oc3cc(O)cc(O)c3c2=O)cc1 | 5.3* |
| CCOCCOC(=O)C1=C(C)NC2=C(C(=O)CCC2)C1c1cccc(Br)c1 (configuration not stated) | -0.29 |
| Cn1ncc2c(N3CCCC3)ncnc21 | 0.76 |
| Cn1c(=O)c2[nH]c(NCCO)nc2n(C)c1=O | -0.54 |
| CCNC(=O)CN1C(=O)c2cccc3cccc1c23 | -0.12 |
| Cc1cc(CNC(=O)CN2C(=O)c3ccccc3C2=O)no1 | 1.6 |
| COc1cc(C2CC(=O)Nc3n[nH]c(-c4ccc(Cl)cc4)c32)ccc1O (configuration not stated) | -0.4 |
| Cc1cc2ncc(-c3ccn(S(=O)(=O)c4ccc(Cl)cc4)c3)nc2cc1C | 0.4 |
| CCOC(=O)c1ccc(COC(=O)CCc2nc3ccccc3[nH]c2=O)cc1 | 2.5 |
| Cc1nccn1CC(O)COc1ccccc1 (configuration not stated) | 2.1 |
| O=C(CSc1n[nH]c(=O)n1-c1ccccc1)N1CCOCC1 | 1.2 |
| CC(=O)c1c(OCc2ccccc2)ccc(C(C)(C)C)c1O | -0.43 |
| Cc1ccc(C2CC(=O)Nc3n[nH]c(-c4ccc(Cl)cc4)c32)cc1 (configuration not stated) | 2.2 |
| COC(=O)C1CCC(=O)C(C(=O)OC)C1 (configuration not stated) | 0.56 |
| O=[N+]([O-])c1ccc(NS(=O)(=O)c2ccc(Cl)cc2)c(Cl)c1 | 0.14 |
| Cc1ccc(-c2cn3cc(C)ccc3n2)cc1 | -0.35 |
| COC(=O)c1ccc(C(=O)OC)c(NC(=O)C2CC3CCC2C3)c1 (configuration not stated) | 4.3* |
| Cc1c(NC(=O)Nc2ccc(Cl)cc2Cl)sc2nc(-c3ccc(Cl)cc3)nn12 | -1.9 |
| CC(C)n1c(Oc2ccc(F)cc2)nc2c1c(=O)n(C)c(=O)n2C | 0.6 |
| Cn1cnc(S(=O)(=O)Nc2ccc(OC(F)F)cc2)c1 | -0.61 |
| CCOC(=O)c1cnn(-c2ccc(NS(=O)(=O)c3cc(C(F)(F)F)cc(C(F)(F)F)c3)cc2)c1C(F)(F)F | 1.7 |
| C=CCN1C(=O)C(O)(CC(=O)c2ccc(OC)cc2OC)c2ccccc21 (configuration not stated) | -1.1 |
| Cc1ccc(-c2nc(NC(=O)CSc3nnc4scc(-c5ccccc5)n34)ns2)cc1 | 0.78 |
| CS(=O)(=O)c1cccc(CNc2nc(Nc3ccc4c(c3)CCC(=O)N4)ncc2C(F)(F)F)c1 | -0.72 |
| Cc1ccc(-c2nc3cc(C(C)C)ccc3o2)cc1N | 2.5 |
| COc1cc(CO)ccc1Oc1nc([N+](=O)[O-])nn1Cc1ccccc1F | 0.54 |

Given with each value named: entries from further up
Cn1cnc(S(=O)(=O)Nc2ccc(OC(F)F)cc2)c1
- Dicer inh: -0.61
CCOC(=O)c1cnn(-c2ccc(NS(=O)(=O)c3cc(C(F)(F)F)cc(C(F)(F)F)c3)cc2)c1C(F)(F)F
- Dicer inh: 1.7
C=CCN1C(=O)C(O)(CC(=O)c2ccc(OC)cc2OC)c2ccccc21 (configuration not stated)
- Dicer inh: -1.1
Cc1ccc(-c2nc(NC(=O)CSc3nnc4scc(-c5ccccc5)n34)ns2)cc1
- Dicer inh: 0.78

Next part.
| compound | Dicer inh |
| --- | --- |
| O=S(=O)(Nc1ccc2oc(-c3ccccc3F)nc2c1)c1ccccc1 | -0.51 |
| O=S(=O)(C1=CC23CCCC2(C=C(S(=O)(=O)c2ccc(Cl)cc2)C3)C1)c1ccc(Cl)cc1 (configuration not stated) | -0.59 |
| Cc1oc2cc(Br)c(OC(=O)C(C)C)cc2c1C(=O)OC(C)C | -1.9 |
| Cc1cc(Cl)cc2c1C(=O)/C(=C\c1ccccc1O)S2 | 5* |
| CC(C)Sc1c(Cl)cccc1[N+](=O)[O-] | -0.36 |

Arranged by heavy-atom count (falling): 5 of the compounds above.
| compound | Dicer inh |
| --- | --- |
| Cc1ccc(-c2nc(NC(=O)CSc3nnc4scc(-c5ccccc5)n34)ns2)cc1 | 0.78 |
| COc1ccc(Cn2c(=O)c3[nH]cnc3n(-c3ccccc3S(C)=O)c2=O)cc1 (configuration not stated) | -0.81 |
| Cc1ccc(C2CC(=O)Nc3n[nH]c(-c4ccc(Cl)cc4)c32)cc1 (configuration not stated) | 2.2 |
| Cn1c(=O)c2[nH]c(NCCO)nc2n(C)c1=O | -0.54 |
| CC(C)Sc1c(Cl)cccc1[N+](=O)[O-] | -0.36 |

Assay outcomes: PubChem, Center for Chemical Genomics, University of Michigan
